Pf Dd2 inh: blocks in vitro growth of P. falciparum Dd2. Potency, µM (top dose mostly 28.9 µM), for inactives: at the highest dose activity, negative = inhibition, actives largely listed as inhibitors. P. falciparum Dd2 growth, SYBR Green, 72 h. AID 1347417. hit rate 4.3% among 120,000; active = well fitted inhibition curve with a large enough effect; inconclusive = small, poorly fitted or top-dose-only effect; inactive = no such curve, though single readings can be large or run the other way;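 note: plate controls were DMSO vehicle for no effect and reference drug for full effect; nearly all actives have a fitted effect of over 65% in size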
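Infected erythrocytes (Dd2, 0.3% parasitemia, 2.5% hematocrit final) are added to compound in RPMI-1640/Albumax II medium, grown 72 h at 37C in low oxygen, then lysed with saponin/Triton-X containing SYBR Green and read by fluorescence.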
Starred values were filed as active, the others as inactive; i = inactive; u = inconclusive; & = joins results of further samples; [ ] = dose if it differs, or a comment. Potency is the fitted concentration of half-maximal effect.

cpd	smiles	Pf Dd2 inh
1	CCn1ncc(CN2CCCCCCNC(=O)[C@@H]3CCC[C@@H]32)c1C	u
2	COc1ccc(-c2cc(C)no2)cc1S(=O)(=O)N1CCN(c2ccc(C(C)=O)cc2)CC1	40%[activator]
3	COc1ccc2ccc(OCc3nc(C(=O)NCc4csc(N)n4)co3)cc2c1	-20%
4	CCCc1noc(-c2cccn3c(CNC(=O)c4ccc(OCC)cc4)nnc23)n1	u
5	O=C(Cn1nc2n(c1=O)CCCC2)N1CCN(c2ccc(F)cc2)CC1	15%
6	CC(C)CN1C(=O)c2cccn2CC1C(=O)N1CCN(Cc2ccc3c(c2)OCO3)CC1 (stereo not drawn)	-24%
7	CCC(=O)Nc1c(C(=O)N2CCN(c3ccc(F)cc3)CC2)oc2ccccc12	-17%
8	O=C(Cn1cc(S(=O)(=O)N2CCCC2)c(S(=O)(=O)N2CCCC2)c1)Nc1ccc(F)cc1	16%
9	CC(C)CCN1CCc2nc(C(=O)Nc3ccc(Cl)cc3)oc2CC1	u
10	N#Cc1ccc(C(=O)N2CCCOCCNC(=O)CC2)cc1	-15%
11	CC[C@@H]1[C@@H](NC(=O)C2(c3ccc(S(C)(=O)=O)cc3)CCC2)[C@@H]2CCO[C@H]12	8.9µM*
12	CCOC(=O)c1cc(-c2ccc(F)cc2)n(CCC(=O)Nc2nc3ccc(OC)cc3s2)c1C	-9%
13	O=[S+]1([O-])NC2(CCN(Cc3ccc(C(F)(F)F)cc3)CC2)CNc2ccccc21	11µM*
14	COCCNC(=O)C1CN(c2cccc(Cl)c2)C(=O)N1 (stereo not drawn)	-10%&-9%[44.1 µM]
15	NC(=O)Cc1c[nH]c2ncc(-c3ccc4c(c3)OCO4)cc12	18%[44.1 µM]
16	COC(=O)c1ccc(NC(=O)CSc2cn(CC(=O)N3CCCCC3)c3ccccc23)cc1	-9%
17	Cc1cccc(CN2CCC3(CC2)OC(=O)N(Cc2cccnc2)C3(C)c2ccccc2)c1 (stereo not drawn)	u
18	Cc1ccc(NC(=O)Cn2c(=O)n(Cc3ccco3)c(=O)c3ccccc32)cc1	u
19	CN1c2cc(C(=O)N3CCN(c4ccccc4F)CC3)ccc2C(=O)N2CCCCCC21 (stereo not drawn)	-9%
20	CCN(Cc1ccccc1)Cc1c(O)ccc2c(=O)c(-c3ccc(Cl)cc3)coc12	u
21	CCC(=O)N1CCN(c2nc3c(s2)CC(C(=O)N2CCN(CC)CC2)CC3)CC1 (stereo not drawn)	-24%
22	COc1ccc(-c2cc(-c3ccc4c(c3)NC(=O)CO4)nc3c2COc2ccc(F)cc2-3)cc1	30%
23	CN1C(=O)C(c2ccccc2)CC12CCN(Cc1ccc(F)c(F)c1)CC2 (stereo not drawn)	u
24	COC(=O)c1ccc(NC(=O)C(=O)NCCc2sc3nc(-c4ccc(OC)cc4)nn3c2C)cc1	i
25	O=S(=O)(c1ccc2c(c1)CCC2)N1CCC(Cc2nc(-c3ccncc3)n[nH]2)C1 (stereo not drawn)	i
26	COc1ccc(-n2c(=O)c3sc4ccccc4c3n(Cc3ccccc3)c2=O)cc1	-17%
27	COCCCN1CC2(CCC1=O)CCN(Cc1nonc1C)CC2	-1%
28	CC(=O)Nc1ccc(C(=O)N2CCCN(c3cc(-c4ccccc4)[nH]n3)CC2)cc1	i
29	O=C(Cc1ccncc1)N1CCC2(CC1)NCCc1c2[nH]c2ccccc12	u
30	O=C(Nc1ccc2c(c1)CN(Cc1ccccc1F)C(=O)CO2)c1ccc(F)cc1	i

Part of the list above in order of heavy-atom count, highest first:
cpd	smiles	Pf Dd2 inh
17	Cc1cccc(CN2CCC3(CC2)OC(=O)N(Cc2cccnc2)C3(C)c2ccccc2)c1 (stereo not drawn)	u
21	CCC(=O)N1CCN(c2nc3c(s2)CC(C(=O)N2CCN(CC)CC2)CC3)CC1 (stereo not drawn)	-24%
10	N#Cc1ccc(C(=O)N2CCCOCCNC(=O)CC2)cc1	-15%

Continuation.
cpd	smiles	Pf Dd2 inh
31	O=C1NC2(CCCN(Cc3ccsc3)C2)Oc2ccccc21 (stereo not drawn)	u
32	CO[C@@]1(C)C[C@@H](O)C12CCN(C(=O)CSc1ccccc1C)CC2	-13%
33	Cc1ccccc1CC(=O)N1CCN(C2CCN(CCC(C)C)C2=O)CC1 (stereo not drawn)	i
34	COc1ccccc1NC1CN(C(=O)OC(C)(C)C)C1	-4%[44.1 µM]
35	CCOc1ccc(OCC)c(NC(=O)CCc2c(C)nc3c(c2C)c(=O)n(C)c(=O)n3C)c1	6%
36	COc1ccc(CCn2c(=O)c3cccnc3n(CC(=O)Nc3c(C)cccc3C)c2=O)cc1OC	31%[activator][5.79 µM]
37	Cc1ccc(F)c(CN2CCC3(CCNCC3)C2)c1Cl	u
38	Cc1cccc(OCC2CCCN(c3ncncn3)C2)c1 (stereo not drawn)	u
39	Cc1cccc(C(=O)N2CCCC(c3cc(N4CCOCC4)ncn3)C2)c1 (stereo not drawn)	-2%
40	CCn1ncc(N2CCC(NC(=O)c3sccc3C)CC2)cc1=O	-10%

Of the compounds above, these contain an NH in an aromatic ring.
cpd	smiles	Pf Dd2 inh
15	NC(=O)Cc1c[nH]c2ncc(-c3ccc4c(c3)OCO4)cc12	18%[44.1 µM]
25	O=S(=O)(c1ccc2c(c1)CCC2)N1CCC(Cc2nc(-c3ccncc3)n[nH]2)C1 (stereo not drawn)	i
28	CC(=O)Nc1ccc(C(=O)N2CCCN(c3cc(-c4ccccc4)[nH]n3)CC2)cc1	i
29	O=C(Cc1ccncc1)N1CCC2(CC1)NCCc1c2[nH]c2ccccc12	u

(more compounds)
cpd	smiles	Pf Dd2 inh
41	CCCNC(=O)CSc1cn(CC(=O)N2CCCCCC2)c2ccccc12	i
42	O=C(NCC(c1ccc2c(c1)OCO2)N1CCOCC1)C(=O)Nc1ccc(Cl)cc1 (stereo not drawn)	23%
43	CCc1cn(C[C@H](NC(=O)COC)C(=O)O)c(=O)[nH]c1=O	-18%[44.1 µM]
44	COc1ccc(C2=NS(=O)(=O)N(C)C(C(=O)NCc3ccccc3)=C2)cc1OC	u
45	CN1CCC(Oc2ccc(C(=O)NCCc3ccccn3)cn2)CC1	i
46	CCCN(CCC)CCCNC(=O)Cn1ncc2c3ccccc3n(Cc3ccc(F)cc3)c2c1=O	u
47	COCCn1c(C)cc(O)c(C(c2ccc(F)cc2)N2CCN(c3ccccc3)CC2)c1=O (stereo not drawn)	i
48	CNC(=O)c1cc(-c2ccc(OC)nc2)cc2c1OCCN2Cc1cccnc1	i
49	N#Cc1cccc(C(=O)NC2CCc3nnc(C4CC4)n3CC2)c1 (stereo not drawn)	13%
50	O=C1CSC2(C(=O)N(Cc3ccccc3)c3ccccc32)N1c1ccc(Cl)cc1 (stereo not drawn)	u
51	Cc1ccc(C(=O)N2CCC(N3Cc4cnc(C)n4C3=O)CC2)cc1	-23%[44.1 µM]
52	O=c1[nH]c2ccc(S(=O)(=O)Nc3cc(Cl)ccc3O)cc2o1	-26%
53	O=C1Nc2ccccc2CC12CN(CC1CCNC1)C2 (stereo not drawn)	19%[44.1 µM]
54	COCc1cn(C[C@H]2C[C@@H](NC(=O)c3cncnc3)[C@H](O)[C@@H]2O)nn1	-1%[44.1 µM]
55	COc1cc2cc(CNc3ccccc3)c(=O)n(CC(=O)Nc3ccccc3)c2cc1OC	i
56	COCc1nnc2n1CCC(NC(=O)c1ccc(C#N)cc1)CC2 (stereo not drawn)	46%[activator]
57	Cc1noc2nc(C(=O)O)nc(N3CCCCC3)c12	10%
58	CC(C)c1ccccc1Oc1c(C(F)(F)F)oc2c(CN3CCN(C)CC3)c(O)ccc2c1=O	0.32µM*
59	COc1ccc(C(=O)NC[C@H]2C[C@@H]3CCN2C[C@@H]3c2cc(-c3ccc4ccccc4c3)nn2C)cc1	u
60	CCc1cccc(NC(=O)C2CCCN(c3cnn(Cc4ccccc4)c(=O)c3)C2)c1 (stereo not drawn)	u
61	CC(C(=O)NCCc1nc2ccccc2n1C)C1CCOCC1 (stereo not drawn)	i
62	COc1ccc(C(O)Cn2ccn3nc(-c4ccc(C(C)C)cc4)cc3c2=O)cc1 (stereo not drawn)	u
63	O=C(c1ccc2c(c1)OCO2)N1CCC2(CC1)NC(=O)N(Cc1ccc(F)cc1)C2=O	-7%
64	O=C(CCc1cn(Cc2ccc(F)cc2)c2ccccc12)NC1CCCCC1	-23%
65	COc1ccc(CN2CCC3(CC2)Cc2ccccc2CNC3=O)cn1	2%
66	NC(=O)c1cccnc1OC1CCN(C(=O)c2cccc(Cl)c2)C1 (stereo not drawn)	i
67	COC(=O)[C@H](NC(=O)[C@@H]1C[C@@H](NC(=O)c2ccncc2)CCN1S(=O)(=O)c1ccc(OC)cc1)C(C)C	-9%
68	COc1cccc(C(=O)N2CCCn3ccnc3C2C(C)C)c1OC (stereo not drawn)	-18%
69	COc1cccc(NC(=O)CCC2CCN(Cc3noc(C4CC4)n3)CC2)c1	-25%
70	CCc1cn(C[C@H](NC(=O)C2CCC2)C(=O)O)c(=O)[nH]c1=O	-23%[44.1 µM]
71	NCCO[C@H]1C[C@@H](O)C12CCN(C(=O)Cn1cnnn1)CC2	-8%
72	COc1cccc(C(=O)N2CCOC[C@H](Oc3ccccc3)C2)c1	12%[44.1 µM]
73	CC(C)c1nn2c(=O)cc(COC(=O)CNC(=O)c3ccccc3)nc2s1	18%
74	COC(=O)c1c(SC)nc2ccccc2c1OCc1ccc(C)cc1C	i
75	CCNC(=O)N[C@H]1CO[C@H]2[C@@H]1OC[C@@H]2n1nnnc1Oc1ccccc1	30%[44.1 µM]
76	C1=C(c2cc(-c3cccc(N4CCOCC4)c3)cn3cncc23)CCOC1	u
77	CCNC(=O)CCc1c(CC)nn(-c2ccc(F)cc2)c1Oc1ccccc1	i
78	COc1cc(CN2CCC(C)(NC(C)=O)CC2)cc(Nc2ccccc2)c1	u
79	COc1ccc(Cl)cc1NC(=O)CSc1nnc2[nH]c(=O)cc(C)n12	i
80	O=C1CCN(C(=O)[C@@H]2CCCN2Cc2cccc(F)c2)CCCCCCN1	i
81	CCCc1noc(-c2cccn3c(CNC(=O)c4ccc(F)cc4Cl)nnc23)n1	i
82	Cc1ccc(S(=O)(=O)NCC(c2ccc(N(C)C)cc2)N2CCc3ccccc32)cc1C (stereo not drawn)	-23%
83	O=C1NCC2(CCN(C(=O)c3ccc4c(c3)OCO4)CC2)Oc2ccccc21	-5%
84	CC(=O)N1CCN(c2ccnc(-c3nnc(C)n3C3CCCCC3)c2)CC1	-8%[44.1 µM]
85	CC1=C[C@@H](CC#N)[C@H](C(C)C)C[C@H]1CC(=O)NC1CC1	-19%[44.1 µM]
86	CCNC(=O)N1CCC2(CCCCO2)CC1	20%
87	CS(=O)(=O)N1CCCN(Cc2ccccc2C#N)CCNC(=O)CC1c1ccccc1 (stereo not drawn)	u
88	CCOc1ccc(CCNC(=O)c2cc(=O)[nH]c3ccc(S(=O)(=O)N4CCCCC4C)cc23)cc1OCC (stereo not drawn)	u
89	COc1ccc(Cl)cc1NC(=O)C1CCN(S(=O)(=O)c2ccc3c(c2)CCCN3C(=O)C2CCC2)CC1	i
90	CCOc1ccc(S(=O)(=O)Nc2cc(Cl)ccc2OC)c2cccnc12	u

Carrying on.
cpd	smiles	Pf Dd2 inh
91	CC(C)(C)c1ccc(C(=O)N2CCC(c3nc(C4CCOC4)no3)CC2)cc1 (stereo not drawn)	-14%
92	COc1cccc(CNC(=O)CN2CC3CC(C2)[C@H]2CCCC(=O)N2C3)c1OC (stereo partly drawn)	-20%
93	CCc1ccccc1N(C)C(=O)Cn1cnc2sc(C)c(S(=O)(=O)N3CCN(c4ncccn4)CC3)c2c1=O	u
94	Cc1cnc(C)c(-c2cc(O)c3c(c2)CN(C(=O)c2cc(C)[nH]n2)CCO3)n1	-24%
95	COC[C@@H]1CN(C(=O)c2cc(OC)cc(OC)c2)C[C@H]1c1ccncc1	-10%
96	O=C(COCc1cc(-c2ccco2)on1)Nc1ccc(OC(F)(F)F)cc1	-14%
97	CC(c1cccs1)N(C)Cc1ccc(OC(F)(F)F)cc1 (stereo not drawn)	8%[44.1 µM]
98	Cc1ccc(C)c(NC(=O)N2CCCC(Cn3cnc4cccnc43)C2)c1 (stereo not drawn)	i
99	COc1cccc(CCC(=O)NCc2nnc3c(-c4nc(C5CC5)no4)cccn23)c1	i
100	Cn1cnc(S(=O)(=O)N2CC[C@@H]3C(=O)NCCCCCCN(Cc4ccncc4)[C@@H]3C2)c1	15%

Molecules from the list above with a COOH group:
cpd	smiles	Pf Dd2 inh
43	CCc1cn(C[C@H](NC(=O)COC)C(=O)O)c(=O)[nH]c1=O	-18%[44.1 µM]
57	Cc1noc2nc(C(=O)O)nc(N3CCCCC3)c12	10%
70	CCc1cn(C[C@H](NC(=O)C2CCC2)C(=O)O)c(=O)[nH]c1=O	-23%[44.1 µM]

The list continues.
cpd	smiles	Pf Dd2 inh
101	Cc1ccc(NC(=O)CN(C)S(=O)(=O)c2ccc3c(c2)CCC(=O)N3)c(C)c1	21%
102	O=C(NC1CC1)[C@@H]1C[C@H](Oc2ccccc2)CN1C(=O)c1cc2ccccc2[nH]1	u
103	CN1CCN(C(CNC(=O)C(=O)Nc2ccc(F)cc2F)c2ccc3c(c2)OCO3)CC1 (stereo not drawn)	u
104	Cc1nn(C)c(C)c1CCC(=O)N1C[C@@H](CO)[C@H](c2ccccn2)C1	-3%
105	NC(=O)c1cc[nH]c1C1CCCN(C2CCSCC2)C1 (stereo not drawn)	-12%
106	C=CCS(=O)(=O)N1CCCC(CCc2c(F)cccc2F)C1 (stereo not drawn)	u
107	O=C(c1ccoc1)N1CCCCCC1CN1CCOCC1 (stereo not drawn)	-33%
108	CCN1CCN(c2cc(C)c3cc(NC(=O)/C=C/c4ccc(C)cc4)ccc3n2)CC1	1.1µM*
109	Cc1nnc(SCc2ccccc2Cl)c2cc3sccc3n12	23%
110	COc1cccc(NC(=O)c2cc3c(=O)n(C)c4ccccc4c3n2C)c1	34%
111	CC(C)S(=O)(=O)N1CCC(OC2CCN(Cc3cccnc3)CC2)CC1	20%
112	Cc1ccc(C(=O)NCc2nnc3ccc(-c4ccccc4)nn23)s1	i

These rows are one share of the data; the hit share may differ from the screen's.
